Bioassay records (PubChem BioAssay)
yeast bub3: NCI yeast anticancer drug screen, S. cerevisiae bub3 mutant strain | AID 167 | 78,000 compounds, 9.9% hits | growth inhibition, % at 50 µM;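 further: 0% = growth of vehicle-only cultures of the same strain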
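Inhibition values come from growth of compound-treated mutant yeast normalised to vehicle-treated controls.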
mlh1 rad18: NCI yeast anticancer drug screen, S. cerevisiae mlh1 rad18 strain | growth inhibition, % at 50 µM | 79,000 compounds, 11% hits | AID 175;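 further: 0% = growth of vehicle-only cultures of the same strain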
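Vehicle-treated cultures served as the reference for growth inhibition in a yeast strain carrying DNA damage repair alterations exposed to each compound.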
yeast mec2-1: NCI yeast anticancer drug screen, S. cerevisiae mec2-1 strain; % growth inhibition at 50 µM; 79,000 compounds, 9% hits;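 further: 0% = growth of vehicle-only cultures of the same strain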
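Mutant yeast (mec2-1) grown with compound; growth inhibition relative to vehicle control reported.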
cln2 rad14: NCI yeast anticancer drug screen, S. cerevisiae cln2 rad14 strain | % growth inhibition at 50 µM | 78,000 compounds, 8.3% hits | AID 165;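 further: 0% = growth of vehicle-only cultures of the same strain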
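Growth of compound-exposed yeast (cln2 rad14 genotype) measured and expressed as inhibition relative to vehicle.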
sgs1 mgt1: NCI yeast anticancer drug screen, S. cerevisiae sgs1 mgt1 strain; growth inhibition, % at 50 µM; 78,000 compounds, 10% hits;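 further: 0% = growth of vehicle-only cultures of the same strain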
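Inhibition of yeast growth, normalised to vehicle-treated controls, is reported for a strain bearing genetic alterations in DNA damage repair.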
rad50: NCI yeast anticancer drug screen, S. cerevisiae rad50 strain; 79,000 compounds, 10% hits; AID 155; growth inhibition, % at 50 µM;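 further: 0% = growth of vehicle-only cultures of the same strain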
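A DNA repair-deficient yeast mutant serves as the test organism; compound-induced growth inhibition is calculated against vehicle-treated cells.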
* marks the source's active call; other numbers are inactive results; · = not tested or not shown; & = joins results of further samples; ! = not active in a repeat. No stated cut-off is given here; in the data, active means growth inhibition above about 70%; inactive means the rest.

1	CCCCC(CC)COS(=O)(=O)O (stereo not given)
2	CC1OC(O[C@H]2CC[C@]3(C)[C@H]4CC=C5[C@@H]6[C@@H](C)[C@H](C)CC[C@]6(C(=O)O)CC[C@@]5(C(=O)O)[C@]4(C)CC[C@H]3C2(C)C)C(O)C(O)C1O (stereo not given in full)
3	C/C(=N\NC(=O)c1cccnc1)[C@H]1CC[C@H]2[C@@H]3CC[C@H]4C[C@@H](O)CC[C@]4(C)[C@H]3CC[C@]12C
4	N#CCc1c(-c2ccccn2)[nH]c2ccccc12
5	COC(=O)c1nc(N)nc(C(=O)OC)c1C(=O)c1ccc(Cl)cc1Cl
6	O=C(O)CCCc1ccccc1[N+](=O)[O-]
7	O=C1c2ccc([N+](=O)[O-])cc2-c2cc([N+](=O)[O-])ccc21
8	CC(=O)O/N=C1\C=Cc2c(no[n+]2[O-])C1=O

screen / no.,1,2,3,4,5,6,7,8
yeast bub3,-27,-14,-14,-11,-8,-19,15,-12
mlh1 rad18,-42,-59,-40,12,-3,-20,-2,-5
yeast mec2-1,2,-10,-7,1,-1,-42,-2,-20
cln2 rad14,-42,-6,-6,19,4,-2,-67,12
sgs1 mgt1,-31,-11,-21,-3,-16,-6,-7,-1
rad50,-16,-18,-15,9,7,-17,-8,-9

9	C=CCCCCCC(O)C(O)C/C=C\C/C=C\CC (stereo not given)
10	COc1cc(CNc2nc3ccccc3nc2C(=O)O)cc(OC)c1OC
11	Cc1cc(Cl)nc2nc(Cl)c(N)cc12
12	C=C1C(=O)OC2CC(C)C(C(CC(C)=O)OC(C)=O)=CCC12 (stereo not given)
13	O=C(Cl)C1(Br)CC2c3ccccc3C1([N+](=O)[O-])c1ccccc12 (stereo not given)
14	O=C(O)/C=C/C(=O)Nc1cccc2ccccc12
15	O=C(O)c1cccc(F)c1Cl
16	COc1ccc(/C(CC2OC(=O)c3ccccc32)=N\NC(=O)C[N+](C)(C)C)cc1 (stereo not given)

screen / no.,9,10,11,12,13,14,15,16
yeast bub3,16,-2,48,6,12,55,1,12
mlh1 rad18,27,0,·,-54,3,17,4,8
yeast mec2-1,5,3,63,5,-2,36,-8,-11
cln2 rad14,-1,5,23,7,-13,2,-34,8
sgs1 mgt1,23,-9,74*,4,13,56,-4,0
rad50,18,10,39,1,57,6,10,6

17	C=C1C(=O)O[C@@H]2C(=O)[C@@H](C)[C@@H]3C=CC(=O)[C@@]3(C)[C@@H](OC(=O)/C(C)=C\C)[C@H]12
18	NNCCSC1CCCCC1
19	CCCCCCCCCCNCCSSCCNC(C)=O
20	CNC(=O)NC(c1ccc2c(c1)OCO2)c1cc2c(cc1O)OCO2 (stereo not given)
21	O=C1c2cccc3cccc(c23)C1(O)S(=O)(=O)O (stereo not given)
22	O=Nc1c(O)c2ccccc2c2ccc([N+](=O)[O-])cc12
23	CC(=C/c1ccccc1)/C=C1/NC(=S)NC1=O
24	CCOc1ccccc1Br

screen / no.,17,18,19,20,21,22,23,24
yeast bub3,7,-17,99*,19,22,85*,-23,1
mlh1 rad18,27,3,99*,25,7,88*,-21,-38
yeast mec2-1,-14,22,99*,-3,-2,85*,-42,9
cln2 rad14,11,-63,98*,14,-14,43,-3,-10
sgs1 mgt1,9,15,99*,14,1,92*,-16,-2
rad50,-2,9,99*,11,5,70,-26,-2

A different layout for 14 compounds above:
The line under a structure holds: yeast bub3, mlh1 rad18, yeast mec2-1, cln2 rad14, sgs1 mgt1, rad50
8. CC(=O)O/N=C1\C=Cc2c(no[n+]2[O-])C1=O
  -12, -5, -20, 12, -1, -9
9. C=CCCCCCC(O)C(O)C/C=C\C/C=C\CC (stereo not given)
  16, 27, 5, -1, 23, 18
10. COc1cc(CNc2nc3ccccc3nc2C(=O)O)cc(OC)c1OC
  -2, 0, 3, 5, -9, 10
11. Cc1cc(Cl)nc2nc(Cl)c(N)cc12
  48, ·, 63, 23, 74*, 39
12. C=C1C(=O)OC2CC(C)C(C(CC(C)=O)OC(C)=O)=CCC12 (stereo not given)
  6, -54, 5, 7, 4, 1
13. O=C(Cl)C1(Br)CC2c3ccccc3C1([N+](=O)[O-])c1ccccc12 (stereo not given)
  12, 3, -2, -13, 13, 57
14. O=C(O)/C=C/C(=O)Nc1cccc2ccccc12
  55, 17, 36, 2, 56, 6
15. O=C(O)c1cccc(F)c1Cl
  1, 4, -8, -34, -4, 10
16. COc1ccc(/C(CC2OC(=O)c3ccccc32)=N\NC(=O)C[N+](C)(C)C)cc1 (stereo not given)
  12, 8, -11, 8, 0, 6
17. C=C1C(=O)O[C@@H]2C(=O)[C@@H](C)[C@@H]3C=CC(=O)[C@@]3(C)[C@@H](OC(=O)/C(C)=C\C)[C@H]12
  7, 27, -14, 11, 9, -2
18. NNCCSC1CCCCC1
  -17, 3, 22, -63, 15, 9
19. CCCCCCCCCCNCCSSCCNC(C)=O
  99*, 99*, 99*, 98*, 99*, 99*
20. CNC(=O)NC(c1ccc2c(c1)OCO2)c1cc2c(cc1O)OCO2 (stereo not given)
  19, 25, -3, 14, 14, 11
21. O=C1c2cccc3cccc(c23)C1(O)S(=O)(=O)O (stereo not given)
  22, 7, -2, -14, 1, 5

Other compounds.
25	CS(=O)(=O)OC1CCCS(=O)(=O)c2ccccc21 (stereo not given)
26	CN1CCCCC(C(O)(c2ccccc2)c2ccccc2)C1=O (stereo not given)
27	COc1cccc(C2c3cc4c(cc3OC(C)(O)C2C)OCO4)c1OC (stereo not given)
28	CCCCCCOC(=O)C(O)C(C)(Cl)c1ccccc1 (stereo not given)
29	O=[N+]([O-])c1ccc(C2CC(c3ccccc3)=NN2c2ccccc2)cc1 (stereo not given)
30	Cc1ccc(S(=O)(=O)C(C#N)(Cc2c[nH]c3ccccc23)Cc2c[nH]c3ccccc23)cc1
31	O/N=C1\c2ccccc2-c2cccc(I)c21
32	CCOC(=O)c1c(N2CCCC2)nsc1Nc1ccc(F)cc1

screen / no.,25,26,27,28,29,30,31,32
yeast bub3,-1,12,25,13,18,12,1,95*
mlh1 rad18,-6,-3,22,14,-9,6,6,94*
yeast mec2-1,-13,-10,4,10,-9,9,-5,87*
cln2 rad14,-47,-14,14,16,-9,-16,2,45
sgs1 mgt1,4,-4,40,5,1,-5,8,92*
rad50,-13,-13,23,11,8,5,23,92*

33	O=C1c2cc3c(cc2CC12Cc1cc4c(cc1C2=O)CCCC4)CCCC3
34	CNCC(=O)O
35	CC(=O)Nc1ccc(S(=O)(=O)SC(F)(F)F)cc1
36	CC1C(c2cc(C(C)(C)C)c(O)c(C(C)(C)C)c2)c2cc3c(cc2OC1N1CCOCC1)OCO3 (stereo not given)
37	C1=CC2C(c3cn(-c4ccccc4)nc31)C1C2C2C=CC3C(C=C2)C31 (stereo not given)
38	CCCCCCCCCO
39	CC1CC(NC(=O)/C=C/C(=O)O)CC(C)(C)C1 (stereo not given)
40	O=C(c1ccccc1)c1ccc(O)cc1O

screen / no.,33,34,35,36,37,38,39,40
yeast bub3,-4,-12,9,-18,6,13,34,59
mlh1 rad18,-37,0,14,-4,19,19,0,72*
yeast mec2-1,-14,-7,7,-15,-5,-5,1,85*
cln2 rad14,-17,22,25,-12,10,11,-3,26
sgs1 mgt1,-22,-23,17,-12,-1,20,9,88*
rad50,-42,2,1,0,-3,14,-3,85*

41	CC1=CC(C)=Nc2ccc(Cl)cc2N1
42	CC1N=C(SCC(=O)c2ccc(F)cc2)N2C(C)N=C(SCC(=O)c3ccc(F)cc3)N12 (stereo not given)
43	COc1ccc(SCc2cc(OC)c(OC)c(OC)c2)cc1OC
44	O=C(c1ccccc1)C1CCCCN1C(=O)c1ccccc1 (stereo not given)
45	CCCCN(CCCC)CC(O)c1cc(-c2ccc(Cl)cc2)nc2c(-c3ccccc3)cccc12 (stereo not given)
46	CC(NC(=O)OC(C)(C)C)C(=O)NC(Cc1ccccc1)C(=O)NCC(=O)Oc1c(Cl)c(Cl)c(Cl)c(Cl)c1Cl (stereo not given)
47	FS(F)(F)(F)(F)c1cccc(NC(=S)SCc2ccc3c(c2)OCO3)c1
48	C/C=C(/C)C(C(=O)OCC)C(=O)OCC

screen / no.,41,42,43,44,45,46,47,48
yeast bub3,22&-3,-15,35,28,8,57,99*,-11
mlh1 rad18,75*!,20,22,-22,67,73*,98*,-22
yeast mec2-1,3&11,-27,30,-8,36,71*,99*,-11
cln2 rad14,-12&-16,14,5,-17,14,46,99*,-1
sgs1 mgt1,41&-5,1,20,-5,81*,77*,99*,1
rad50,52&-1,9,9,-14,53,65,98*,4

49	CN(C)c1ccc2c3c(c(=O)oc2c1)CCC3
50	COc1ccc(OC)c(NC(=O)Oc2ccc(C#N)cc2)c1
51	CCOC(=O)/C(Cc1ccc2c(c1)OCO2)=N\O
52	CO[C@H]1C[C@H](n2cc(C)c(=O)[nH]c2=O)O[C@@H]1CO
53	c1ccc(OCCNCCOc2ccccc2)cc1
54	N/C(=N\C(=O)OCCOC(=O)/N=C(/N)c1ccccc1)c1ccccc1
55	CCN(CC)CCOc1c(I)cc(I)cc1I
56	CCOC(=O)/C=C/c1ccc(C)cc1

screen / no.,49,50,51,52,53,54,55,56
yeast bub3,20,22,2,-9,61,-3,85*,4
mlh1 rad18,2,10,-1,-26,50,-27,99*,-4
yeast mec2-1,-24,-10,-16,-10,26,-8,82*,-6
cln2 rad14,-11,5,-2,-11,53,-20,98*,-50
sgs1 mgt1,-6,24,-13,-40,65,-6,96*,4
rad50,-9,0,-3,-7,57,-4,84*,-11

Looked up above.
mlh1 rad18 with c1ccc(OCCNCCOc2ccccc2)cc1 stands at 50
cln2 rad14 with CCOC(=O)/C=C/c1ccc(C)cc1 stands at -50

New compounds follow.
57	CC1OC2(CC(OCc3ccccc3)C1OCc1ccccc1)OCCO2 (stereo not given)
58	CS(C)=C(C(=O)c1ccccc1)/C(=C/C(=O)c1ccccc1)c1ccccc1
59	O=C(O)CCc1ccsc1
60	O=Cc1c(O)ccc2ccc3ccccc3c12
61	Cc1cc2nc3c(=O)[nH]c(=O)nc-3n(C/C=N/NC(N)=S)c2cc1C
62	Nc1nc(N)c(CCCCc2ccccc2)c(N)n1
63	Cc1ccc(S(=O)(=O)N/N=C2\CC3CCC2(C)C3C)cc1 (stereo not given)
64	COC(=O)c1nc(N)nc(C(=O)OC)c1C(=O)c1ccc(F)cc1

screen / no.,57,58,59,60,61,62,63,64
yeast bub3,22,44,-10,-8,-13,-8,-3,9
mlh1 rad18,-32,79*,4,16,-3,-23,-15,21
yeast mec2-1,-4,26,5,7,-8,-10,-33,-1
cln2 rad14,-5,36,-28,-33,-45,-8,-12,5
sgs1 mgt1,-9,65,-22,10,-5,-17,-6,-12
rad50,-11,22,-18,16,6,-19,0,9

65	OCCN(Cc1ccccc1)Cc1ncccc1O
66	O=C1CCCCC1C1=CCCCC1 (stereo not given)
67	c1csc(-c2nc3sc(-c4cccs4)nc3s2)c1
68	CCC1(c2ccccc2)C(=O)N=C(c2ccccc2)N1CCc1ccccc1 (stereo not given)

screen / no.,65,66,67,68
yeast bub3,-4,-10,-17,-12
mlh1 rad18,6,5,-2,-32
yeast mec2-1,-27,-2,-10,7
cln2 rad14,9,6,-19,-32
sgs1 mgt1,-11,-11,2,-28
rad50,9,10,3,9
